From PubChem BioAssay
BioA inh = inhibitors of Mycobacterium tuberculosis BioA enzyme; AID 602481; 360,000 tested, 0.096% active; inhibition, % at 9.99 µM; purified M. tuberculosis BioA enzyme, plate reader; in the data active means inhibition above about 40%
TcdB GH inh = blocks C. difficile toxin B glycohydrolase activity; inhibition, % at 9.99 µM; P18177; TcdB glycohydrolase enzymatic assay, plate reader; AID 652162; 350,000 tested, 0.24% active; in the data active means inhibition above about 10%
* hit, by the source's call. The list is partial. The share of hits here may be higher or lower than overall.

SMILES	BioA inh	TcdB GH inh
N#C[C@H]1[C@@H](c2ccc(-c3ccccc3F)cc2)[C@@H](CO)N1C(=O)c1ccccn1	-0.5	-1.2
C[C@H]1CN([C@@H](C)CO)C(=O)c2cc(C#CCN(C)C)cnc2O[C@H]1CN(C)C(=O)NC1CCCC1	-1.5	-0.5
CCS(=O)(=O)N1[C@H](C#N)[C@@H](c2ccc(C#Cc3ccccc3F)cc2)[C@@H]1CO	0.9	-0.5
C[C@H](CO)N1C[C@H](C)[C@@H](CN(C)Cc2ccc(C(F)(F)F)cc2)Oc2ccc(NS(C)(=O)=O)cc2CC1=O	5.5	1.7
C[C@@H]1CN([C@@H](C)CO)C(=O)c2cccc(NC(=O)Nc3ccc(C(F)(F)F)cc3)c2O[C@H]1CN(C)Cc1ccc(C(F)(F)F)cc1	-0.7	0.2
O=C(NC1CCCC1)N[C@H]1C=C[C@H](CC(=O)N2CCOCC2)O[C@H]1CO	3.3	0.4
C[C@@H]1CCCCO[C@H](CN(C)S(=O)(=O)c2ccc(F)cc2)[C@H](C)CN([C@H](C)CO)C(=O)c2cc(NC(=O)NC3CCCCC3)ccc2O1	2.1	-0.9
C[C@@H]1CN([C@H](C)CO)S(=O)(=O)c2ccc(Br)cc2O[C@H]1CN(C)S(=O)(=O)c1ccccc1	4.6	0.7
C[C@H]1CN([C@@H](C)CO)C(=O)c2cccc(NS(=O)(=O)c3ccccc3)c2O[C@H]1CN(C)C	-0.6	0.9
COCC(=O)N[C@H]1CC[C@H](CC(=O)N2CCCCC2)O[C@H]1CO	0.4	-3.0
C[C@@H]1CN([C@@H](C)CO)C(=O)c2cccc(NS(=O)(=O)c3cccs3)c2O[C@@H]1CN(C)S(C)(=O)=O	-0.4	-1.0
CCC(=O)N(C)C[C@@H]1Oc2ncc(C#CCC(C)C)cc2C(=O)N([C@H](C)CO)C[C@@H]1C	-13	-0.5
CCCNC(=O)C[C@@H]1CC[C@H]2[C@@H](COc3ccc(NC(=O)c4cccc(F)c4)cc3C(=O)N2C)O1	16	-0.4
COC(=O)c1ccc([C@@H]2C=C(C(=O)N3CCN(Cc4ccc5c(c4)OCO5)CC3)O[C@H](OCc3ccc(CO)cc3)C2)cc1	-1.4	-1.9
C[C@@H]1CCCCO[C@@H](CN(C)C(=O)Nc2ccccc2)[C@H](C)CN([C@H](C)CO)C(=O)c2cc(NC(=O)CCC(F)(F)F)ccc2O1	3.6	0.9
O=C(CN1CCOCC1)NC[C@@H]1N[C@@H](CO)[C@@H]1c1ccc(-c2ccccc2)cc1	-1.6	-0.9
O=C(C[C@H]1CC[C@@H]2[C@H](COC[C@H](O)CN2C(=O)Nc2ccc(C(F)(F)F)cc2)O1)NC1Cc2ccccc2C1	1.7	0.2
COc1cccc(-c2ccc3c(c2)[C@@H]2[C@@H](CCN2C(=O)c2cccc(F)c2)[C@H](CO)N3)c1	-2.4	-2.5
C[C@H](CO)N1C[C@H](C)[C@H](CN(C)C(=O)Nc2ccc(C(F)(F)F)cc2)Oc2c(NS(=O)(=O)c3ccccc3)cccc2C1=O	-1.7	0.4
O=C(C[C@H]1CC[C@H]2[C@@H](COC[C@H](O)CN2Cc2cccc(C(F)(F)F)c2)O1)NCc1ccccc1	0.0	-0.7
C[C@@H]1CN([C@H](C)CO)S(=O)(=O)c2ccc(-c3cccc(C#N)c3)cc2O[C@H]1CN(C)C(=O)c1ccccc1	1.7	0.4
C/C=C/c1cnc2c(c1)C(=O)N([C@@H](C)CO)C[C@H](C)[C@H](CN(C)Cc1ccc(F)cc1)O2	-2.4	-0.4
CCCN1[C@@H]2Cn3c(cccc3=O)[C@H]1[C@@H](C(=O)NC1Cc3ccccc3C1)[C@@H]2CO	-2.1	1.0
Cc1ccc(S(=O)(=O)N[C@@H]2C=C[C@H](CC(=O)NCc3ccncn3)O[C@@H]2CO)cc1	-6.6	-0.2
COc1ccc(S(=O)(=O)Nc2ccc3c(c2)C(=O)N([C@H](C)CO)C[C@@H](C)[C@H](CN(C)S(C)(=O)=O)OCCCC[C@@H](C)O3)cc1	0.8	1.7
N#C[C@@H]1[C@H](c2ccccc2)[C@H](CO)N1C(=O)c1ccccc1F	-0.3	1.2
O=S(=O)(Cc1ccccc1)NCC[C@@H]1CC[C@@H](NS(=O)(=O)c2ccccc2)[C@@H](CO)O1	-0.7	0.1
Cc1ccc(S(=O)(=O)Nc2ccc3c(c2)C(=O)N([C@@H](C)CO)C[C@H](C)[C@H](CN(C)CC2CCCCC2)O3)cc1	2.8	0.9
CC(C)NC(=O)Nc1ccc2c(c1)CC(=O)N([C@@H](C)CO)C[C@H](C)[C@H](CN(C)C(=O)NC1CCCCC1)O2	-0.5	0.0
C[C@@H]1CN([C@H](C)CO)C(=O)Cc2cc(NC(=O)c3ccncc3)ccc2O[C@@H]1CN(C)C(=O)Nc1ccc(C(F)(F)F)cc1	-0.4	1.2

Retrieved by compound from the entries so far, 6 records:
SMILES	BioA inh	TcdB GH inh
O=C(CN1CCOCC1)NC[C@@H]1N[C@@H](CO)[C@@H]1c1ccc(-c2ccccc2)cc1	-1.6	-0.9
COc1ccc(S(=O)(=O)Nc2ccc3c(c2)C(=O)N([C@H](C)CO)C[C@@H](C)[C@H](CN(C)S(C)(=O)=O)OCCCC[C@@H](C)O3)cc1	0.8	1.7
C[C@@H]1CN([C@H](C)CO)C(=O)Cc2cc(NC(=O)c3ccncc3)ccc2O[C@@H]1CN(C)C(=O)Nc1ccc(C(F)(F)F)cc1	-0.4	1.2
C[C@H](CO)N1C[C@H](C)[C@H](CN(C)C(=O)Nc2ccc(C(F)(F)F)cc2)Oc2c(NS(=O)(=O)c3ccccc3)cccc2C1=O	-1.7	0.4
Cc1ccc(S(=O)(=O)N[C@@H]2C=C[C@H](CC(=O)NCc3ccncn3)O[C@@H]2CO)cc1	-6.6	-0.2
C/C=C/c1cnc2c(c1)C(=O)N([C@@H](C)CO)C[C@H](C)[C@H](CN(C)Cc1ccc(F)cc1)O2	-2.4	-0.4

(list continues)
SMILES	BioA inh	TcdB GH inh
C[C@@H]1CCCCO[C@H](CN(C)S(=O)(=O)c2ccc(Cl)cc2)[C@@H](C)CN([C@@H](C)CO)C(=O)c2cc(NC(=O)Nc3ccccc3)ccc2O1	-0.6	0.8
COc1cccc(CNC(=O)C[C@H]2C=C[C@H](NC(=O)C3CCOCC3)[C@H](CO)O2)c1	2.8	0.4
COc1ccc(C#Cc2ccc3c(c2)[C@]2(C(=O)N3)[C@H](C(N)=O)[C@H]3C(=O)O[C@H](c4ccccc4)[C@H](c4ccccc4)N3[C@@H]2c2ccc(OCCO)cc2)cc1	-5.8	0.5
COc1ccc(S(=O)(=O)Nc2ccc3c(c2)C(=O)N([C@H](C)CO)C[C@H](C)[C@H](CN(C)Cc2ccc(Cl)c(Cl)c2)O3)cc1	0.8	1.0
C[C@H](NC(=O)C[C@H]1CC[C@@H](NC(=O)C2CC2)[C@@H](CO)O1)c1ccccc1	0.7	-1.2
C[C@H](CO)N1C[C@H](C)[C@H](CN(C)Cc2ccccc2)Oc2ccc(NS(=O)(=O)c3ccccc3)cc2CC1=O	0.7	-21
Cc1noc(C)c1S(=O)(=O)Nc1ccc2c(c1)C(=O)N([C@@H](C)CO)C[C@@H](C)[C@H](CN(C)C(=O)Nc1ccc(F)cc1)OCCCC[C@H](C)O2	0.7	0.7
Cc1noc(C)c1S(=O)(=O)N(C)C[C@@H]1Oc2ccc(NS(=O)(=O)c3cn(C)cn3)cc2CC(=O)N([C@@H](C)CO)C[C@H]1C	5.9	-1.6
CN1C(=O)c2cc(NC(=O)Cc3cccs3)ccc2OC[C@@H]2O[C@H](CC(=O)O)CC[C@H]21	5.9	0.6
C[C@H](O)C#Cc1cnc2c(c1)C(=O)N([C@H](C)CO)C[C@H](C)[C@H](CN(C)C(=O)c1ccccc1F)O2	-1.2	1.3
C[C@@H]1CN([C@H](C)CO)C(=O)c2cc(-c3ccccc3)cnc2O[C@H]1CN(C)C(=O)C1CCOCC1	5.1	-0.6
C[C@@H]1CN([C@H](C)CO)C(=O)c2cc(NC(=O)CCC(F)(F)F)ccc2O[C@@H](C)CCCCO[C@@H]1CN(C)S(=O)(=O)c1cn(C)cn1	-1.4	-0.2
O=C(C[C@H]1CC[C@H](NC(=O)Cc2cccnc2)[C@@H](CO)O1)NCc1ccc2c(c1)OCO2	2.5	-1.1
O=C(C[C@@H]1CC[C@@H]2[C@H](COC[C@@H](O)CN2S(=O)(=O)c2cccc(F)c2)O1)NCCCN1CCOCC1	0.5	1.5
O=C(NC1CCCC1)[C@H]1[C@H](CO)[C@H]2Cn3c(ccc(-c4cccnc4)c3=O)[C@H]2N1CC1CC1	4.0	0.0

Compound profiles, from the list above. Screens in order: BioA inh | TcdB GH inh
O=C(C[C@H]1CC[C@H](NC(=O)Cc2cccnc2)[C@@H](CO)O1)NCc1ccc2c(c1)OCO2 in the list: 2.5 | -1.1
C[C@@H]1CN([C@H](C)CO)C(=O)c2cc(NC(=O)CCC(F)(F)F)ccc2O[C@@H](C)CCCCO[C@@H]1CN(C)S(=O)(=O)c1cn(C)cn1 in the list: -1.4 | -0.2

Later entries
SMILES	BioA inh	TcdB GH inh
C=CCNC(=O)[C@H]1[C@@H]2C(=O)O[C@@H](c3ccccc3)[C@@H](c3ccccc3)N2[C@@H](c2ccc(O)cc2)[C@]12C(=O)N(C(=O)OCCOC)c1ccc(C#CC3(O)CCCCCC3)cc12	-2.1	0.6
C[C@@H](NC(=O)[C@H]1N[C@H]2c3ccc(-c4cncnc4)c(=O)n3C[C@H]2[C@@H]1CO)c1ccccc1	-1.2	0.7
CN1C(=O)c2cc(NC(=O)C3CCCC3)ccc2OC[C@H]2O[C@H](CC(=O)NCC(F)(F)F)CC[C@H]21	-1.3	2.0
CCC(=O)N(C)C[C@@H]1Oc2ncc(/C=C/c3ccccc3)cc2C(=O)N([C@@H](C)CO)C[C@@H]1C	-1.0	1.4
COc1ccc(NC(=O)N[C@@H]2CC[C@H](CC(=O)NC3CCC3)O[C@@H]2CO)cc1	-0.8	1.7
CC(C)NC(=O)N[C@H]1CC[C@@H](CC(=O)NCc2ccc(Oc3ccccc3)cc2)O[C@@H]1CO	-1.4	-4.8
Cc1cccc(S(=O)(=O)N2CC[C@@H]3[C@@H](CO)N(C)c4ccc(-c5ccc(C#N)cc5)cc4[C@@H]32)c1	-0.9	0.1
C[C@@H]1CN([C@@H](C)CO)S(=O)(=O)c2ccc(C#CC(C)(C)O)cc2O[C@H]1CN(C)Cc1ccncc1	3.7	0.9
C[C@H](CO)N1C[C@H](C)[C@H](CN(C)Cc2ccc(Cl)c(Cl)c2)OCCCC[C@H](C)Oc2ccc(NC(=O)NC3CCCCC3)cc2C1=O	-2.7	-0.5
CC(C)NC(=O)Nc1ccc2c(c1)CC(=O)N([C@H](C)CO)C[C@H](C)[C@@H](CN(C)C(=O)Nc1ccc(F)cc1)O2	-0.5	1.5
C[C@@H]1CCCCO[C@@H](CN(C)S(=O)(=O)c2ccccc2)[C@@H](C)CN([C@@H](C)CO)C(=O)c2cc(NC(=O)Nc3ccc4c(c3)OCO4)ccc2O1	-0.5	-1.4
CCC(=O)N(C)C[C@H]1Oc2cc(-c3ccc(F)cc3)ccc2S(=O)(=O)N([C@@H](C)CO)C[C@@H]1C	0.4	0.5
CC(C)NC(=O)N[C@@H]1CC[C@@H](CCN)O[C@H]1CO	-3.4	0.9
C[C@@H]1CN([C@H](C)CO)C(=O)c2cc(N(C)C)ccc2O[C@@H](C)CCCCO[C@@H]1CN(C)C(=O)C1CCCCC1	2.0	-22
COc1cccc(C#Cc2cnc3c(c2)C(=O)N([C@@H](C)CO)C[C@H](C)[C@H](CN(C)C(=O)C2CCOCC2)O3)c1	1.2	0.1
Cc1noc(C)c1NC(=O)Nc1cccc2c1O[C@@H](CN(C)S(=O)(=O)c1cn(C)cn1)[C@@H](C)CN([C@@H](C)CO)C2=O	-1.5	-1.6
Cc1noc(C)c1NC(=O)N[C@H]1C=C[C@H](CC(=O)N2CCN(C)CC2)O[C@H]1CO	0.1	1.4
COCC(=O)Nc1ccc2c(c1)C(=O)N(C)[C@@H]1CC[C@@H](CC(=O)NCc3ccccc3)O[C@H]1CO2	0.9	0.1
O=C(C[C@H]1CC[C@H]2[C@@H](COC[C@H](O)CN2Cc2nccs2)O1)NCc1ccc(F)cc1	-1.3	-0.7
Cc1noc(C)c1S(=O)(=O)N(C)C[C@H]1Oc2ccc(NC(=O)C3CCCCC3)cc2CC(=O)N([C@@H](C)CO)C[C@@H]1C	-1.1	0.4
CC(C)NC(=O)N1C[C@@H]2[C@H](c3ccccc31)[C@@H](CO)N2Cc1ccccc1	-0.7	-0.9
CN(C)Cc1cn(CC[C@H]2CC[C@H](NC(=O)Nc3ccccc3F)[C@H](CO)O2)nn1	-0.5	-0.1
C[C@H](CO)N1C[C@H](C)[C@@H](CN(C)C(=O)Nc2ccccc2C(F)(F)F)OCc2cnnn2CCCC1=O	-0.4	-0.5
C[C@H](CO)N1C[C@H](C)[C@H](CN(C)Cc2ccc(Cl)c(Cl)c2)Oc2ccc(NC(=O)Nc3ccc4c(c3)OCO4)cc2CC1=O	5.7	-1.5
COc1ccc(S(=O)(=O)Nc2ccc3c(c2)CC(=O)N([C@H](C)CO)C[C@@H](C)[C@H](CN(C)S(=O)(=O)c2cccs2)O3)cc1	6.5	-3.3
C[C@H](CO)N1C[C@H](C)[C@H](CN(C)Cc2ccc(C(F)(F)F)cc2)Oc2ccc(NC(=O)c3ccncc3)cc2CC1=O	0.7	2.0
COCC(=O)Nc1ccc2c(c1)C(=O)N(C)C[C@@H](OC)[C@@H](C)CN(Cc1ccccn1)[C@@H](C)CO2	-3.0	-2.1
COc1ccc(NC(=O)Nc2ccc3c(c2)C(=O)N([C@@H](C)CO)C[C@@H](C)[C@H](CN(C)CC2CC2)OCCCC[C@@H](C)O3)cc1	1.7	0.4
CO[C@@H]1CN(C)C(=O)c2cc(NC(=O)C3CCCCC3)ccc2OC[C@H](C)N(Cc2nccs2)C[C@H]1C	-1.4	-0.3
C[C@H](CO)N1C[C@H](C)[C@@H](CN(C)C(=O)CC2CC2)Oc2cc(C3=CCCCC3)ccc2S1(=O)=O	1.0	0.2
